AmpC detergent: qHTS Inhibitors of AmpC Beta-Lactamase (assay with detergent); AmpC hydrolysis of nitrocefin, absorbance 480 nm, 0.01% Triton; actives 0.041% (n = 370,000); P00811; Potency, µM (top dose mostly 114 µM), inactives show top-dose activity change, negative = inhibition, most hits filed as inhibitors;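 note: potency is the fitted concentration of half-maximal effect; 0% = no-compound wells and -100% = no-enzyme wells; nearly all actives have a fitted effect of over 25% in size; some results filed as inactive show a strong effect at the top dose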
Target sequence (P00811 whole entry, looked up): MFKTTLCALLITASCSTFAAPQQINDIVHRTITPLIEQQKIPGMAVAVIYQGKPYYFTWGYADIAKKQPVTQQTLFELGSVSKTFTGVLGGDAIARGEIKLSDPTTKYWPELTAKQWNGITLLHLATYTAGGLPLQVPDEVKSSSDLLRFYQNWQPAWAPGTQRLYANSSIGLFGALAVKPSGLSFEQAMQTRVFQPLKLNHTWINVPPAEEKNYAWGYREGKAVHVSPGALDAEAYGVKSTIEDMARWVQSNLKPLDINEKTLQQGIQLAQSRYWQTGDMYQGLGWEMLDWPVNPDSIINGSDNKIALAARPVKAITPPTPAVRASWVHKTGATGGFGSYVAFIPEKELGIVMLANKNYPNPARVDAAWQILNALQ
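AmpC (5.3 nM in the dispensed reagent) in 20 mM phosphate pH 7.0 with 0.01% (detergent screen) or 0.0001% Triton X-100 was preincubated with compounds for 15 min at room temperature. Nitrocefin was then added from an 800 uM solution, and hydrolysis was followed at 480 nm.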
FBPA Giardia inh: qHTS Assay for Inhibitors of Fructose-1,6-bisphosphate Aldolase from Giardia Lamblia; Potency, µM (top dose mostly 59.6 µM), for inactives: at the top dose activity, negative = inhibition, usual class: inhibitors; actives 0.71% (n = 290,000); A8B2U2; purified Giardia FBPA; note: potency is the fitted concentration of half-maximal effect; nearly all actives have a fitted effect of over 55% in size
Target sequence (A8B2U2 whole entry, looked up): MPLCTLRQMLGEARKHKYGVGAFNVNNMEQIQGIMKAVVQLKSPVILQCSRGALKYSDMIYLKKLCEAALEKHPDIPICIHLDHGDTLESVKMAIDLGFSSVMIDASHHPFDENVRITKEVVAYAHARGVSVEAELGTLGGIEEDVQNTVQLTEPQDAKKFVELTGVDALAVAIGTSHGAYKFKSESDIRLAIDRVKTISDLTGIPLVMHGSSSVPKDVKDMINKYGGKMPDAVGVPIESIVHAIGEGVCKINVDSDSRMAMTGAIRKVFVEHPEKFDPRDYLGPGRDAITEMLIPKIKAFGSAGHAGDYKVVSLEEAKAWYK
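Giardia FBPA (40 nM reagent) was preincubated 10 min at RT with compound (up to 57.5 uM final), then substrate plus GAPDH/TPI/NAD/arsenate coupling system with diaphorase/resazurin was added; resorufin fluorescence (525/598 nm) was read after 20 min.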
HCV inh: qHTS Assay for Inhibitors of Hepatitis C Virus (HCV); Huh7.5.1 HCVcc-Cre infection, luciferase reporter, 44 h; Potency, µM (series often up to 41.8 µM), inactives show at the top dose activity change, negative = inhibition, usual class: inhibitors; actives 3.4% (n = 340,000); AID 651820, 2012; note: potency is the fitted concentration of half-maximal effect
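Antiviral activity was scored by luciferase reporter output from cells infected with HCVcc-Cre (~0.5 moi) in presence of compound, 44 h infection period, cells seeded 1,000/well 4 h prior.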
AMA1 RON2 block: qHTS for Inhibitors of AMA1-RON; Towards Development of Antimalarial Drug Lead: Primary Screen | Potency, µM (highest dose often 58.2 µM), for the others: at the highest dose activity change, negative = inhibition, usual class: inhibitors | Plasmodium falciparum AMA1 (3D7) - RON2 peptide interaction | actives 0.2% (n = 360,000) | AID 720542, 2013 | AlphaScreen AMA1-biotinylated RON2 peptide binding;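 note: potency is the fitted concentration of half-maximal effect; 0% = vehicle wells and -100% = peptide control; nearly all actives have a fitted effect of over 45% in size; some results filed as inactive show a strong effect at the top dose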
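AMA1 (3D7) with his tag at 25 nM final met compounds first, then biotinylated RON2 peptide at 25 nM; detection used donor plus acceptor beads, 10 µg/mL apiece, read by AlphaScreen after 30 min at room temperature.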
Sm TGR inh: qHTS Assay for the Inhibitors of Schistosoma Mansoni Peroxiredoxins | Schistosoma mansoni thioredoxin glutathione reductase (TGR), Q962Y6 | purified TGR, DTNB reduction, TNB absorbance 405 nm | Potency, µM (titrated, usually from 114 µM), for the others: at the highest dose activity change, negative = inhibition, hits mostly inhibitors | actives 3% (n = 360,000) | AID 485364, 2010; note: potency is the fitted concentration of half-maximal effect; nearly all actives have a fitted effect of over 60% in size
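TGR 20 nM + NADPH 100 uM (dispensed conc.), cpd preinc 15 min RT; start with NADPH (500 uM addition) then DTNB (15 mM addition). Kinetic TNB absorbance, 405 nm filter. Four-parameter Hill fit across titration.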
HCMV antiviral: qHTS Assay for inhibitors of the human cytomegalovirus (HCMV) | HFF cells, HCMV-luciferase reporter, 72 h; hits give low values | activity change, negative = inhibition, % at 57.5 µM | actives 4.5% (n = 410,000) | AID 1259415, 2018; in the data active = activity change below about -60%; inconclusive = no clear call, values can overlap the other calls; inactive = above about -39%
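Human foreskin fibroblasts infected with luciferase-reporter HCMV at MOI 1 PFU/cell, compounds at two doses. Luciferase measured 72 h post infection; normalized to buffer-only basal and Salinomycin (10uM) controls.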
Numbers without * were called inactive; ? = inconclusive; / = not tested or not shown; & = joins results of further samples; [ ] = remark or other dose. Unless noted, calls come from the whole dose curve; as a rule, active = well fitted curve in the direction sought with a large enough effect; inconclusive = small, poorly fitted or top-dose-only effect, or another doubt; inactive = no such curve, though single readings can be large; an effect the other way counts as inactive or inconclusive. Unless noted, % is set by controls: 0 for no effect and ±100 for the full control effect.

entry	SMILES	AmpC detergent	FBPA Giardia inh	HCV inh
1	COc1ccc(-n2ncc(C(=O)NCCN3CCOCC3)c2C2CCN(C(=O)OC(C)(C)C)CC2)cc1	-1.8%	/	/
2	Fc1cccc(Cl)c1CSc1ccc(-c2cccnc2)nn1	7.5%	-6.6%	-19.2%
3	Cc1nn(-c2ccccc2)nc1CNC(=O)c1ncoc1-c1ccccc1	-3.7%	4.7%	10µM*
4	CC[C@@]12C(=O)N(c3cccc(Cl)c3)C(=O)N1[C@H](c1cccc(C)c1)[C@@H]1C(=O)N(Cc3ccccc3)C(=O)[C@@H]12	-1.9%	/	?
5	CCN(CC)CCN1C(=O)C(=O)/C(=C(/O)c2ccc(C)cc2)C1c1cccnc1 (stereo unspecified)	3.0%	1.4%	6.3%
6	O=[N+]([O-])c1ccccc1CSc1ccccn1	-4.6%	2.6%	0.2%
7	Nc1nnnn1/N=C/c1ccc(Br)cc1	1.2%	5.7%	-1.7%
8	O=C(Cn1nc(-c2ccc(Cl)cc2)ccc1=O)NCCN1CCOCC1	?	4.1%	4.1%
9	CCN(CC)S(=O)(=O)c1ccc2c(c1)N(CC(=O)N1CCN(c3cccc(C)c3)C(C)C1)C(=O)CO2 (stereo unspecified)	-1.5%	/	/
10	CCN(CC)CCNC(=O)c1cc(-c2cccnc2)nc2ccc(S(=O)(=O)N3CCC(C)CC3)cc12	-2.9%	/	3.8%
11	Cc1cc(C)n(C2CC(=O)N(c3cccc(Cl)c3)C2=O)n1 (stereo unspecified)	-10.5%	-0.5%	18.9%
12	COC(=O)N1C(=O)[C@@](c2ccccc2)(C2CCCC2)N1C(=O)OC	?	-3.0%	28.6%

entry	AMA1 RON2 block	Sm TGR inh	HCMV antiviral
1	/	1.6%	?
2	7.9%	-2.1%	-14.7
3	19.1%	-11.6%	-21.7
4	4.3%	-1.0%	-20.0
5	2.7%	-28.7%	-14.9
6	-1.5%	7.8%	55.8
7	21.0%	-16.8%	-18.1
8	-3.3%	-37.0%	26.0
9	/	3.8%	-9.3
10	-1.6%	-9.8%	?
11	-0.2%	25.1µM*	2.8
12	-14.3%	?	38.7

More results:
entry	SMILES	AmpC detergent	FBPA Giardia inh	HCV inh
13	COC(=O)Cc1cc(=O)n2[nH]c(C)cc2n1	2.4%	?	-5.3%
14	COC(=O)C1=C(c2ccc(C(C)=O)cc2)C[C@@H]2CC[C@H]1N2C(=O)NC1CCCCC1	-5.2%	/	9.7%
15	O=C1Nc2ccccc2C1=Nc1ccc(F)cc1	?	0.7%	-16.1%
16	COc1ccc(C(=O)NC(=S)NNC(=O)c2cccnc2)cc1	-3.0%	-23.1%	-4.7%
17	O=C(CC(=O)c1cccnc1)c1ccccc1	/	/	?
18	COc1ccccc1/C=C/C(=O)OC(C)CN1CCOCC1 (stereo unspecified)	-0.9%	-6.8%	-10.2%
19	Oc1ccccc1Nc1nc(NCc2ccccc2)c2ccccc2n1	-3.1%	-22.1%	11.2µM*
20	Cc1ccc(-c2onc(C)c2C)cc1S(=O)(=O)N1CCCCC1	0.5%	/	/
21	CC(C)Oc1cccc(-c2cc(C(=O)N3CCN(S(C)(=O)=O)CC3)c3ccccc3n2)c1	2.7%	-17.8%	12.1%&-12.7%
22	COc1ccc(Cl)cc1-n1c(C)ccc1C	-4.5%	-5.4%	-11.7%
23	O=C(NC1=NCCS1)c1ccccc1	?	-1.2%	-4.3%
24	COc1ccc(C(c2nnnn2C2CCCCC2)N2CCN(c3ccccc3)CC2)cc1 (stereo unspecified)	-6.4%	0.8%	-5.1%

entry	AMA1 RON2 block	Sm TGR inh	HCMV antiviral
13	-67.4%	-14.5%	16.9
14	13.5%	?	9.7
15	-3.6%	7.3%	/
16	50.1%[activator]	-0.6%	16.8
17	67.6%[activator]	/	-19.5
18	-14.4%	9.3%	28.0
19	36.4%[activator]	8.7%	?
20	/	10.0%	?
21	0.3%	-12.9%	33.6
22	-14.9%	50.1µM*	-28.2
23	-3.5%	2.1%	72.2
24	/	1.0%	/

Further entries:
entry	SMILES	AmpC detergent	FBPA Giardia inh	HCV inh
25	CCC(=O)Nc1c(C#N)c2nc3ccccc3nc2n1-c1ccc(C)cc1	/	/	14.0%
26	O=C1c2sc3nc4n(c(=O)c3c2CCC1Br)CCCCC4 (stereo unspecified)	-7.3%	19.9µM*	11.1%
27	CCCCn1c(N)c(N(CCC(C)C)C(=O)COC(=O)c2cccnc2OCC)c(=O)[nH]c1=O	?	/	-14.6%
28	COc1ccc(OCCSc2ncc(CO)n2C)cc1	1.0%	1.3%	12.2%
29	CCOC(=O)Cc1cc(=O)[nH]c(/N=C(\N)Nc2ccc(C)c(C)c2)n1	3.5%	1.3%	-24.0%
30	COCCn1nnnc1C(c1ccc(OC)c(OC)c1)N1CCN(c2nc3ccccc3s2)CC1 (stereo unspecified)	-2.2%	-14.3%	-12.6%&21.2%
31	COc1cc(C=CC(=O)c2cc(OC)c(OC)c(OC)c2)cc(OC)c1OC	/	/	?
32	CCOc1ccccc1CNC(=O)C1CCN(c2nnc(-n3c(C)ccc3C)s2)CC1	23.7%	/	/
33	COc1ccn(C)c(=O)c1C#N	6.2%	6.3%	-7.5%
34	CC(CCc1ccccc1)NC(=O)c1ccncc1 (stereo unspecified)	-12.4%	0.8%	15.1%
35	COc1cccc(CNC(=O)CCC2CCCN(Cc3cc(Cl)ccc3O)C2)c1 (stereo unspecified)	-0.3%	4.2%	8.9%
36	O=C(Nc1ccccc1N1CCCCC1)c1ccc(N2C(=O)c3ccccc3C2=O)cc1	3.6%	-0.3%	-27.3%

entry	AMA1 RON2 block	Sm TGR inh	HCMV antiviral
25	-14.9%	/	-27.2
26	5.8%	?	59.1
27	3.5%	-10.0%	-5.3
28	1.3%	-16.4%	12.9
29	35.9%[activator]	20.4%	-16.2
30	-9.5%	-14.7%	13.2
31	2.1%	/	-97.2*
32	/	?	-19.2
33	11.6%	-0.5%	93.7
34	-8.1%	-9.4%	?
35	-14.5%	0.3%	-10.9
36	-0.7%	-14.5%	-4.6

Reformatted: entries from further up
12: COC(=O)N1C(=O)[C@@](c2ccccc2)(C2CCCC2)N1C(=O)OC
13: COC(=O)Cc1cc(=O)n2[nH]c(C)cc2n1

| entry no. | 12 | 13 |
| --- | --- | --- |
| AmpC detergent | ? | 2.4% |
| FBPA Giardia inh | -3.0% | ? |
| HCV inh | 28.6% | -5.3% |
| AMA1 RON2 block | -14.3% | -67.4% |
| Sm TGR inh | ? | -14.5% |
| HCMV antiviral | 38.7 | 16.9 |

(more compounds)
entry	SMILES	AmpC detergent	FBPA Giardia inh	HCV inh
37	Cc1ccc(SCC(=O)N(C)CC(=O)Nc2cccc(F)c2)c(C)c1	0.0%	/	9.1%
38	COc1ccc(C2(c3ccc(OC)cc3)NC(=O)N(CC(=O)Nc3ccc(OC)c(OC)c3)C2=O)cc1	-11.2%	10.6%	?
39	Cc1cc(C(=O)N2CCCC(Nc3ccc(F)cc3)C2)n(C)n1 (stereo unspecified)	-4.8%	11.5%	7.4%
40	CC1(C)OC(=O)C(=C2CCCN2)C(=O)O1	2.2%	11.5%	14.0%
41	O=C(NCc1ccc2c(c1)OCO2)C1CCN(S(=O)(=O)c2cccc3nsnc23)CC1	-0.4%	2.6%	13.5%
42	CCC(=O)NC(c1ccc(OC)cc1)c1c(O)ccc2ccccc12 (stereo unspecified)	5.2%	-3.0%	-12.5%
43	CCN(C(=O)CSc1nnnn1-c1cc(C)ccc1OC)C1CCS(=O)(=O)C1 (stereo unspecified)	-14.5%	5.4%	7.4%
44	COc1cc(C(=O)NCc2ncccc2C)ccc1OC1CCN(C(C)=O)CC1	5.8%	/	/
45	O=C1CN(C(=O)C2CCCC2)CCN1	-0.5%	-0.6%	24.8%
46	CN1C(=S)SC(N(O)C(=O)Nc2ccccc2)C1(C)C (stereo unspecified)	-1.3%	1.2%	6.7%
47	O=C(CSc1nc(=O)n2ccccc2n1)N1CCCCCC1	-10.6%	/	26.0%
48	CCNC(=S)Nc1scc(-c2ccccc2)c1C(=O)OCC	10.3%	-9.5%	2.4%

entry	AMA1 RON2 block	Sm TGR inh	HCMV antiviral
37	-4.4%	-24.8%	-3.6
38	-24.0%	6.6%	37.1
39	2.4%	-5.9%	12.4
40	2.2%	-1.1%	-8.3
41	-1.0%	16.3%	-5.4
42	9.8%	/	3.8
43	3.4%	1.4%	3.8
44	39.3%[activator]	?	15.7
45	7.5%	4.8%	-10.4
46	9.4%	-2.9%	1.5
47	-2.0%	7.3%	-10.2
48	34.2%[activator]	-11.3%	29.3

More entries follow.
entry	SMILES	AmpC detergent	FBPA Giardia inh	HCV inh
49	COc1ccc(S(=O)(=O)NNC(=O)c2csc(-n3nc(C)cc3C(F)(F)F)n2)cc1	1.0%	7.5%	16.5%
50	CCOC(=O)C1=C(C)NC(SCC(N)=O)=C(C#N)C1c1ccccc1 (stereo unspecified)	-6.3%	4.7%	?
51	O=C(CCC(F)(F)F)N1CCC(CO)(CCc2ccccc2)CC1	-2.7%	13.4%	2.8%
52	CCN(CC(=O)NC1CCS(=O)(=O)C1)S(=O)(=O)c1cccc(C(C)=O)c1 (stereo unspecified)	0.8%	9.7%	20.7%
53	CCCN(CCC)C1=N/C(=C\c2ccco2)C(=O)N1c1ccccc1	-0.1%	-3.5%	7.2%
54	O=C(CCC1N=C2c3ccccc3N=C(SCc3cccc(F)c3)N2C1=O)NCc1cccs1 (stereo unspecified)	-3.6%	/	/
55	Fc1ccc(NC(=S)N2N=CCC2c2ccccc2)cc1 (stereo unspecified)	-4.8%	-19.5%	?
56	C/C(=N\NC(=O)c1c[nH]c2ccccc12)c1ccc(C)o1	3.6%	0.4%	?
57	O=C1NC2=C(C(=O)CCC2)C(c2cccc([N+](=O)[O-])c2)N1 (stereo unspecified)	-13.1%	7.3%	16.2%

entry	AMA1 RON2 block	Sm TGR inh	HCMV antiviral
49	-1.1%	-19.0%	-3.1
50	20.7%	-25.3%	32.9
51	-4.6%	2.5%	12.9
52	-0.9%	-1.5%	0.0
53	12.7%	15.8µM*	9.7
54	/	3.9%	-9.0
55	16.6%	-0.9%	62.6
56	59.1%[activator]	-10.6%	80.6
57	-3.6%	0.0%	20.9

Screens (PubChem)
